# Screening results deposited in PubChem BioAssay by several laboratories.
# NPY2 pot ag: potentiators or agonists of human neuropeptide Y receptor Y2; activation, % at 3.6 µM; 220,000 tested, 0.45% active; cells expressing NPY-Y2, potentiator/agonist read-out; AID 1359; in the data active = activation above about 27%;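 note: cells stimulated with NPY near EC25 plus isoproterenol at EC100; 0% = vehicle plus submaximal agonist and 100% = vehicle plus saturating agonist; some results beyond the cut were filed as inactive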
# Target sequence (P49146 whole entry, looked up): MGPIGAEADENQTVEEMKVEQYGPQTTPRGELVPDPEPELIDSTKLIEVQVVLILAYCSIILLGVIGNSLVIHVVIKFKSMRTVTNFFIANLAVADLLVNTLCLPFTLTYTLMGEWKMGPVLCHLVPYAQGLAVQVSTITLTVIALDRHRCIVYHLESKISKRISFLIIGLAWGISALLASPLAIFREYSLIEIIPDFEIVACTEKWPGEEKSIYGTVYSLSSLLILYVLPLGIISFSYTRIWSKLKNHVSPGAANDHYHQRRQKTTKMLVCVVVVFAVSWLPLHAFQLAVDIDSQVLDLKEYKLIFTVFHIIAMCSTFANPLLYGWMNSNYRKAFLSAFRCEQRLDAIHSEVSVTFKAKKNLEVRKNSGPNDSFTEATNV
# S1P4 antagonist: antagonists of human S1P4 receptor; AID 1510; S1P4-expressing cells, antagonist mode, reporter read-out; inhibition, % at 4.98 µM; O95977; 220,000 tested, 0.26% active; in the data active = inhibition above about 29%;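 note: 0% = wells stimulated with agonist and 100% = vehicle wells without agonist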
# p97 ATPase inh: inhibitors of human p97 ATPase | P55072 | recombinant p97 ATPase, Kinase-Glo ATP luminescence, 3 h | inhibition, % at 8 µM | 220,000 tested, 0.42% active | AID 1481; in the data active = inhibition above about 15%;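 note: 0% = DMSO vehicle and 100% = wells lacking enzyme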
# NPY Y1 blocker: NPY-Y1 (human) receptor antagonism; P25929; HEK293-CNG Y1 cells, membrane potential fluorescence; NPY at EC95, then isoproterenol; inhibition, % at 3.6 µM; 200,000 tested, 1% active; AID 1040;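 active = inhibition above the campaign mean inhibition of all tested compounds plus 3 SD, cut at about 20% in these data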;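 note: 0% = DMSO wells given NPY plus isoproterenol and 100% = isoproterenol alone without NPY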
#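 Material: HEK293 cells with Y1 receptor plus CNG channel; times: compound incubation 1 h at room temperature, readout 45 min post-stimulation; signal: fluorescence, membrane potential probe; read-out basis: fluorescence ratio normalized to % inhibition between controls; benchmarks: full-block control isoproterenol-only wells, zero-block control NPY plus isoproterenol wells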
# S1P4 ag: agonists of human S1P4 receptor. activation, % at 4.98 µM. O95977. 220,000 tested, 0.35% active. AID 1509. S1P4-expressing cell line, agonist reporter assay; in the data active = activation above about 11%;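 note: 0% = DMSO vehicle and 100% = reference agonist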
# NPY-Y1 PAM-ag: potentiators or agonists of human neuropeptide Y receptor Y1. P25929. NPY-Y1 expressing cells, potentiator/agonist activation. activation, % at 3.6 µM. 220,000 tested, 0.37% active. AID 1304; in the data active = activation above about 33%, passing the limit was not always enough;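 note: cells stimulated with NPY at EC10 then isoproterenol at EC100; 0% = low agonist plus stimulus and 100% = saturating agonist plus stimulus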
# EP2 mod: modulators of human EP2 prostaglandin E2 receptor. P43116. EP2-expressing cells, cAMP HTRF FRET, PGE2 co-stimulation. induction, % at 25 µM. 260,000 tested, 0.83% active. AID 940;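 active = compounds whose cAMP rise, as percent of the full-agonist control response, exceeds 60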;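 note: rat C6 glioma line stably carrying human EP2 under a CMV promoter; the protocol text gives 20 µM as final concentration; 100% = response of wells given 1 µM PGE2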
# Target sequence (P43116 whole entry, looked up): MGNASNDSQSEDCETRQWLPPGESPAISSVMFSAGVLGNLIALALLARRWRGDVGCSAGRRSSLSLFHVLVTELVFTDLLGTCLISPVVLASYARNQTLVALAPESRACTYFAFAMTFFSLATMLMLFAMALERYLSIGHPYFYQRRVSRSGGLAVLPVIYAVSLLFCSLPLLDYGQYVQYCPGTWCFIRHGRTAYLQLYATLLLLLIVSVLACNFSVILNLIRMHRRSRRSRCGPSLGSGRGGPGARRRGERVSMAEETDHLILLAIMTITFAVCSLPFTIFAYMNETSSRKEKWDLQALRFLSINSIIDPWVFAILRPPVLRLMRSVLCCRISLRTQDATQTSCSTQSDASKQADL
# PGE2 EP2 inh: blocks the human prostaglandin E2 receptor EP2. inhibition, % at 25 µM. 260,000 tested, 0.52% active. C6 glioma cells expressing human EP2, cAMP TR-FRET; cells stimulated with saturating PGE2;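 active = percent inhibition above 40 after rounding to a whole number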;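 note: rat C6 glioma host cells with rolipram phosphodiesterase inhibitor present; the protocol text gives 20 µM as final concentration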
# eIF4E 4G PPI: blocks eIF4E binding to eIF4G; P63073+Q04637; TR-FRET eIF4E-eIF4GI(517-606) binding, 2 h; inhibition, % at 21.7 µM; 220,000 tested, 0.37% active; AID 782;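 active = inhibition above about 30%, limit read from the data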;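 note: 0% = full FRET control wells and 100% = background wells lacking eIF4GI fragment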
# The depositor's hits bear a star; . = not tested or not shown; [ ] = remark or other dose. These rows are one share of the data; the hit share may differ from the screen's.
SMILES,NPY2 pot ag,S1P4 antagonist,p97 ATPase inh,NPY Y1 blocker,S1P4 ag,NPY-Y1 PAM-ag,EP2 mod,PGE2 EP2 inh,eIF4E 4G PPI
C/C(=N\OCc1nc2ccccc2c(=O)n1/N=C/c1cc(C)cc([N+](=O)[O-])c1O)c1ccccc1,-1,-10,5,.,0.1,22,-18,13,0
CCOC(=O)N/N=C\c1ccc([N+](=O)[O-])s1,11,-3,8,-2,-0.1,-4,-5,11,-5
O=C(NCc1ccco1)c1cc(-c2ccco2)on1,2,21,4,-1,2.5,-6,-6,4,4
C[n+]1cn(/N=C/c2ccccc2)c2ccccc21,9,-5,1,3,1.6,5,6,10,-1
CCCn1nc(C(=O)Nc2nnc(CC)s2)c2ccccc2c1=O,-10,9,-3,5,-1.1,-24,10,8,-9
Cc1ccc(NC(=S)NCCN2CCOCC2)cc1C,-9,-25,1,0,-1.8,-14,2,7,-1[fluorescence artefact?]
CN1CCCN(Cc2ccc(Cl)cc2Cl)CC1,-17,6,-1,7,-0.6,-49,-16,.,.
CCN1CCCC1CNC(=O)C1CCCN(S(=O)(=O)c2cccc3nsnc23)C1 (stereo unspecified),1,8,7,2,-0.9,15,-7,.,5
COc1ccc(NC(=O)c2c(OC)cccc2OC)c(OC)c1,28*,-10,5,0,1.6,1,3,11,3[fluorescence artefact?]
COc1cccc2c(=O)ccoc12,-4,-9,2,2,-0.4,16,12,0,0
CCC(=O)N(CCC(Cc1ccccc1)c1ccco1)Cc1ccco1 (stereo unspecified),-15,8,-7,42*,0.6,-24,77*,9,-1
COC(=O)c1cnn(-c2ccccc2)c1/C=N/NC(=S)Nc1ccc(Cl)cc1,-12,-15,2,.,0.6,-10,10,6,7
Cc1cccc(-n2nnnc2-c2cnccc2C(F)(F)F)c1C,10,6,4,.,0.3,15,8,6,3
CCCCNC(=O)/C(=C\c1ccc([N+](=O)[O-])o1)NC(=O)c1ccccc1,-5,3,-9,5,-0.5,-25,-27,3,0
Cc1ccc(OCCn2cc(/C=C(\C#N)C(=O)NCC3CCCO3)c3ccccc32)cc1C (stereo unspecified),-4,-3,1,-1,-1.5,-22,6,10,8
COc1ccc(Nc2cc(C(=O)NCc3ccco3)c3ccccc3n2)c(OC)c1,-4,-26,3,2,3.2,-12,-2,6,3
Cn1cc(/C=C/c2nc3ccccc3c(=O)n2-c2cccc([N+](=O)[O-])c2)c2ccccc21,-2,-18,-2,-2,1.3,-6,26,5,3[fluorescence artefact?]
COc1ccccc1C(=O)NCC(=O)OCC(=O)Nc1cccc(S(=O)(=O)N(C)C)c1,2,-7,2,1,0.2,-9,-1,1,0
CCOC(=O)N1CCC(NC(=O)C(NS(=O)(=O)c2cccc3nsnc23)c2ccccc2)CC1 (stereo unspecified),-16,7,3,-5,1.0,-5,-1,2,4
CCN(CC)c1ccc(C(=O)N/N=C/c2ccccc2OC(F)F)cc1,-4,-4,11,8,2.1,-2,-53,8,-2
Cn1nnnc1SCc1ccc(C(=O)Nc2nccs2)cc1,3,7,4,-3,0.5,1,13,6,5
O=C(Nc1nnc(-c2cccnc2)s1)c1cccs1,-16,-8,3,.,0.9,13,9,8,-6
O=C(O)COc1ccccc1/C=N/NC(=O)CSc1nc2ccccc2n1Cc1ccccc1Cl,-4,1,-4,.,-1.4,-3,-9,8,-5
CC1(C)Cc2noc(N)c2C(C)(C)N1OC(=O)c1cccs1,-11,-2,4,7,-0.7,4,15,17,-4
Cc1ccc(NS(=O)(=O)c2ccc3[nH]c(=O)c(=O)[nH]c3c2)cc1Cl,-11,-9,-1,-1,0.4,6,15,7,-2
O=S1(=O)N=C(Nc2nncs2)c2ccccc21,4,-12,2,3,1.7,15,13,7,-2
Cc1cccc(C)c1NC(=S)N(Cc1cccnc1)Cc1ccccc1Cl,-8,-4,1,8,1.9,-2,19,3,1
CCC(=O)Nc1cc(C(=O)O)ccc1Sc1ccc(Cl)cc1,1,-12,1,-2,1.3,-5,27,8,-2
O=C(Nc1ccc2c(c1)OCO2)C1CCN(S(=O)(=O)c2cccs2)CC1,3,-1,0,-3,1.0,19,-13,6,1
CCOCCCNC(=O)c1cccs1,10,-15,8,-6,0.1,-13,9,-3,4
CC(C)c1ccc(NC(=O)COC(=O)CCC(=O)c2cccs2)cc1,0,-23,1,7,2.4,4,1,6,3
O=C(NCc1ccco1)C(c1ccccc1)N(Cc1cccnc1)C(=O)Cn1nnc2ccccc21 (stereo unspecified),-6,-1,-3,5,-1.0,-8,14,5,-17
COC(=O)c1cccc(NC(=O)Nc2ccc(Cl)c(Cl)c2)c1,2,2,5,-3,2.0,8,-23,16,5
Cc1cc(C)c2c(=O)[nH]c(SCC(=O)NCc3ccccc3)nc2n1,-9,7,2,7,-1.5,9,3,6,13[fluorescence artefact?]
Cc1nc2sc(-c3ccccc3)cc2c(=O)n1N,-16,-11,-28,.,-0.7,-14,-36,4,1
Cc1cccc(C(=O)NCCc2ccc(S(N)(=O)=O)cc2)c1[N+](=O)[O-],-7,3,8,-5,-0.2,-1,-12,11,-2[fluorescence artefact?]
CC1(C)CCCC2=C1CC1C(=O)N(c3ccccc3)C(=O)C1C2 (stereo unspecified),4,-11,-5,0,0.7,-14,15,-5,2
COc1ccc([N+](=O)[O-])cc1C1NN=C(c2ccccc2O)S1 (stereo unspecified),-8,-17,3,-3,0.7,3,11,9,3[fluorescence artefact?]
S=C(NC1CCCCC1)N1CCOCC1,-3,-12,2,.,1.0,23,8,3,-1
COc1ccccc1/C=C/C(=O)NCC(=O)N/N=C(\CCC(=O)O)c1ccccc1,4,-16,5,6,0.4,5,6,13,-2
O=C(NC1CC2CCC1C2)C1CCN(S(=O)(=O)c2ccc(-c3nn[nH]n3)cc2)CC1 (stereo unspecified),21,-2,3,-1,0.8,9,15,5,-2[fluorescence artefact?]
CN(C)c1ccc(C(=O)OCc2ccc(Br)cc2)cc1,-2,-10,-1,4,2.3,-4,-35,12,12
CCOc1ccc(N(C)S(=O)(=O)c2ccc3[nH]cc(C(=O)NCC4CCCO4)c(=O)c3c2)cc1 (stereo unspecified),9,0,2,2,-1.7,-4,-14,8,2
COc1cccc(C(=O)OCCN2C(=O)c3ccccc3C2=O)c1OC,4,6,-5,7,-1.4,2,11,14,1[fluorescence artefact?]
O=C(NCCCN1CCOCC1)c1ccc(Sc2ccc(F)cc2)c([N+](=O)[O-])c1,1,0,0,9,-1.1,-6,-30,8,-1
Cn1ncc2c(=O)[nH]cnc21,-3,-11,-1,3,0.3,8,6,5,0
COc1ccccc1NC(=S)N(Cc1cccs1)C1CCCC1,-16,12,-3,4,-0.8,-10,51,2,1
O=C(Nc1cnc2ccccc2c1)c1cccnc1,-15,-11,3,-2,0.9,15,-22,3,0
C=CCC1(CC=C)CCCN1C(=O)CC1C(=O)NCCN1Cc1cc(OC)cc(OC)c1 (stereo unspecified),-7,-3,2,2,1.4,-23,-9,2,1
CCN(CC)S(=O)(=O)c1cccc(-c2nnc(SCC(=O)NC)n2CCc2ccccc2)c1,-18,-10,-1,-1,-0.3,-11,-10,11,-1[fluorescence artefact?]
O=C(NCc1ccccn1)C1CCCN(S(=O)(=O)c2cccc3nsnc23)C1 (stereo unspecified),-6,-11,2,2,-0.3,-8,10,12,-2
CCOC(=O)c1sc(C)c2c1NC(C)(c1cccs1)NC2=O (stereo unspecified),7,-8,-2,-3,1.8,1,60,12,0
COC(=O)C1=C(C)NC(C)=C(C(=O)OC)C1C(=O)OC(C)C(=O)c1ccccc1 (stereo unspecified),4,-4,3,2,0.5,-12,-7,12,3
O=C(NCCn1cc(SCC(=O)N2CCOCC2)c2ccccc21)c1ccccc1,8,-1,3,1,0.6,8,-5,16,-1
O=C(c1ccccc1Br)N1CCn2c1nc1ccccc12,-10,-6,0,3,1.0,3,28,8,0
O=[N+]([O-])c1ccc(N2CCN(c3ccc(O)cc3)CC2)c(Cl)c1,8,-20,4,0,0.4,7,-33,13,1
O=C1c2cccc([N+](=O)[O-])c2C(=O)N1CCO,-1,-8,-1,-1,1.9,-7,23,7,-1
C=CCn1c(Cc2c[nH]c3ccccc23)n[nH]c1=S,-2,-1,-2,5,-1.1,-3,30,18,-1[fluorescence artefact?]
COc1ccc(C(=O)C(c2ccccc2)N2CCOCC2)cc1 (stereo unspecified),5,-24,0,-4,8.2,-6,17,-1,-11
CCOC(=O)N1CCC(NC(=O)CN2C(=O)COc3ccc(C(C)(C)C)cc32)CC1,-5,3,-7,-4,0.9,2,28,.,5[fluorescence artefact?]
Cc1cc(C)n2nc[n+](C)c2n1,1,-16,1,3,3.0,5,17,12,1[fluorescence artefact?]

# Of the compounds above, 13 contain a halogen.
SMILES,NPY2 pot ag,S1P4 antagonist,p97 ATPase inh,NPY Y1 blocker,S1P4 ag,NPY-Y1 PAM-ag,EP2 mod,PGE2 EP2 inh,eIF4E 4G PPI
CN1CCCN(Cc2ccc(Cl)cc2Cl)CC1,-17,6,-1,7,-0.6,-49,-16,.,.
COC(=O)c1cnn(-c2ccccc2)c1/C=N/NC(=S)Nc1ccc(Cl)cc1,-12,-15,2,.,0.6,-10,10,6,7
Cc1cccc(-n2nnnc2-c2cnccc2C(F)(F)F)c1C,10,6,4,.,0.3,15,8,6,3
CCN(CC)c1ccc(C(=O)N/N=C/c2ccccc2OC(F)F)cc1,-4,-4,11,8,2.1,-2,-53,8,-2
O=C(O)COc1ccccc1/C=N/NC(=O)CSc1nc2ccccc2n1Cc1ccccc1Cl,-4,1,-4,.,-1.4,-3,-9,8,-5
Cc1ccc(NS(=O)(=O)c2ccc3[nH]c(=O)c(=O)[nH]c3c2)cc1Cl,-11,-9,-1,-1,0.4,6,15,7,-2
Cc1cccc(C)c1NC(=S)N(Cc1cccnc1)Cc1ccccc1Cl,-8,-4,1,8,1.9,-2,19,3,1
CCC(=O)Nc1cc(C(=O)O)ccc1Sc1ccc(Cl)cc1,1,-12,1,-2,1.3,-5,27,8,-2
COC(=O)c1cccc(NC(=O)Nc2ccc(Cl)c(Cl)c2)c1,2,2,5,-3,2.0,8,-23,16,5
CN(C)c1ccc(C(=O)OCc2ccc(Br)cc2)cc1,-2,-10,-1,4,2.3,-4,-35,12,12
O=C(NCCCN1CCOCC1)c1ccc(Sc2ccc(F)cc2)c([N+](=O)[O-])c1,1,0,0,9,-1.1,-6,-30,8,-1
O=C(c1ccccc1Br)N1CCn2c1nc1ccccc12,-10,-6,0,3,1.0,3,28,8,0
O=[N+]([O-])c1ccc(N2CCN(c3ccc(O)cc3)CC2)c(Cl)c1,8,-20,4,0,0.4,7,-33,13,1
